Source: PubChem BioAssay
VEEV TC-83 Vero – inhibitors of VEEV TC-83 cytopathic effect, confirmation, Vero cells (AID 588727) | one-dose inhibition, % at 20 µM; IC50 in µM for titrated hits | 350,000 compounds, 0.13% hits | Vero cells, VEEV TC-83 cytopathic effect inhibition; higher % means a stronger effect; in the data active means a potency from the dose series; inconclusive means inhibition mostly from about 14% at the one dose, without a potency; inactive means the rest, 99 in 100 with inhibition below about 12%; further: strong numbers were not always called active
The depositor's hits bear a star; i = inactive; ? = inconclusive. A portion of the library. The share of hits here may be higher or lower than overall.

Structure,VEEV TC-83 Vero
CCCCN1C(=O)C(CC(=O)NCc2ccco2)CC(C(=O)N(CC)CC)=C1C (stereo not drawn),2.6%
CCc1c(O)nc(SCC(=O)Nc2ccc(Cl)cc2)n(-c2ccccc2)c1=O,i
O=C(OCc1cc(=O)n2ccsc2n1)C1(c2ccccc2)CC1,8.1%
Cc1cc(S(=O)(=O)c2ccc(Cl)cc2)nc(S(=O)(=O)c2ccc(Cl)cc2)c1C#N,?
Cc1ccc(C(=O)N[C@H](C(=O)N2CCN(c3ncccn3)CC2)C(C)C)cc1,0.4%
COc1ccc(C(=O)NNC(=O)Cn2nc(C)cc2C)cc1S(=O)(=O)N1CCOCC1,i
CCc1c(O)nc(SCC(=O)Nc2c(C)cccc2C)n(-c2ccc(F)cc2)c1=O,i
COc1ccccc1NC(=O)N(C)C[C@H]1Oc2ncc(C#CCN(C)C)cc2C(=O)N([C@H](C)CO)C[C@H]1C,0.7%
C[C@H]1CN([C@@H](C)CO)C(=O)CCCn2cc(nn2)CO[C@@H]1CN(C)C(=O)Nc1ccnc(N2CCOCC2)c1,1.5%
COc1ccc(N2C[C@H](Cc3ccccc3)[C@@H](CC(=O)Nc3ccccc3)C2=O)cc1,4.6%
O=C(c1ccc(CNS(=O)(=O)c2ccc(F)cc2)cc1)N1CCCCCC1,i
N#CCCN(C(=O)Nc1ccc(Cl)c(Cl)c1)C1CCCCC1,3.2%
CCOC(=O)Nc1cc(OC)cc2ccc(C)nc12,5.4%
COc1cc(/C=C/c2nc3ccccc3c(=O)[nH]2)ccc1O,11%
COc1cccc(/C=N/NC(=O)C(=O)N/N=C/c2cccc(OC)c2O)c1O,2.1%
Cc1c(C#N)c2n(c1C)CCCC(=O)N2,i
CCOc1ccccc1C(=O)NC(C(=O)OCn1nnc2ccccc2c1=O)C(C)C (stereo not drawn),22%
O=C(CN(c1ccccc1Cl)S(=O)(=O)c1ccccc1)NC1CC2CCC1C2 (stereo not drawn),0.2%
COc1ccc(CN2C(=O)C(CC(=O)NC(c3ccccc3)c3ccccc3)CC(C(=O)N(C(C)C)C(C)C)=C2C)cc1 (stereo not drawn),1.6%
COc1cccc(S(=O)(=O)N(C)C[C@@H]2Oc3cc(Br)ccc3S(=O)(=O)N([C@@H](C)CO)C[C@@H]2C)c1,3.5%
CCN1C(=O)[C@H]2[C@@H](c3ccc(C)cc3)N[C@]3(CCCN(Cc4ccc(C)cc4)C3=O)[C@H]2C1=O,0.4%
CCOc1ccccc1C(=O)NCC(=O)N(C)CC(=O)Nc1ccc(N2CCOCC2)cc1,0.8%
CC1=C(C(=O)N2CCOCC2)CC(CC(=O)NCc2cccs2)C(=O)N1Cc1ccc(C(C)(C)C)cc1 (stereo not drawn),i
COc1cc(OC)c(C(=O)c2ccccc2[N+](=O)[O-])c(OC)c1,4.9%
COc1cccc(-c2nc(CN3CCN(C(=O)c4ccco4)CC3)c(C)o2)c1OC,i
CC(=O)N1CC2(CC(c3ccccc3F)=NO2)CN1c1ccc(Cl)cc1 (stereo not drawn),0.5%
Cc1ccc(NC(=O)COC(=O)Cc2c[nH]c3ccccc23)cc1,1.4%
CNC(=O)C[C@H]1C(=O)N(c2ccc(OC)cc2)C[C@@H]1Cc1ccccc1,1.5%
O=C1Nc2cc(C(=O)N3CCOCC3)ccc2S/C1=C/c1ccccc1F,6.4%
COCC1CCN(Cc2c(C(=O)N3CCOCC3)nc3c(C)cccn23)C1 (stereo not drawn),i

Some values from above.
`COc1cc(OC)c(C(=O)c2ccccc2[N+](=O)[O-])c(OC)c1` | VEEV TC-83 Vero = 4.9%
`O=C1Nc2cc(C(=O)N3CCOCC3)ccc2S/C1=C/c1ccccc1F` | VEEV TC-83 Vero = 6.4%

Remaining list, next part
Structure,VEEV TC-83 Vero
COc1ccc(CN(C(C)=O)c2cc(C)c([N+](=O)[O-])cc2OC)cc1OC,i
CC1(C)CC(=O)C=C(c2ccc(-c3ccc(OC(F)(F)F)cc3)cc2)C1=O,1.7%
CC1(C)CC(Cc2ccc(Cl)nc2)N(C(=O)OC(C)(C)C)C1 (stereo not drawn),4.4%
Cc1ccc(CNS(=O)(=O)c2ccc(Cl)s2)cc1,2.9%
COc1cc(NC(=O)CSc2nc3[nH]ncc3c(=O)n2-c2ccccc2)cc(OC)c1OC,4.3%
Cc1ccc(S(=O)(=O)N(C)C)cc1NC(=O)COC(=O)c1cccs1,i
C[C@@H]1CN([C@@H](C)CO)S(=O)(=O)c2ccc(Br)cc2O[C@@H]1CN(C)C(=O)NC1CCCCC1,i
COC(=O)c1c(NC(=O)C2COc3ccccc3O2)sc2c1CCN(C(=O)OC)C2 (stereo not drawn),8.9%
COc1ccc(CSc2ccc(S(=O)(=O)N3CCCC3)cn2)cc1F,0.1%
CC1=CP(=O)(Oc2ccc([N+](=O)[O-])cc2)CC1 (stereo not drawn),i
O=C(Nc1cc(C(F)(F)F)ccc1N1CCCC1)C1CC(=O)N(Cc2ccccc2)C1 (stereo not drawn),1.1%
COc1ccc(S(=O)(=O)N2CCOCC2)cc1NC(=O)Cc1ccc(F)cc1,i
Oc1ccc(C=NNC(=S)Nc2ccccc2)nc1,2.7%
N#Cc1ccc(CN2Cc3ccccc3-n3nncc3C2)cc1,0.2%
CC1CCCCC1NC(=O)CSc1nnc(C(F)(F)F)n1C (stereo not drawn),0.8%
O=C(Nc1cc(Cl)cc(Cl)c1)N1Cc2ccccc2-n2nncc2C1,3.0%
COC(=O)c1ccc(-c2nc(CN3CCN(C(=O)c4ccco4)CC3)c(C)o2)cc1,2.9%
N#CC(CC(=O)OCc1ccccc1)NC(=O)OCc1ccccc1 (stereo not drawn),2.0%
COc1ccc(S(=O)(=O)Nc2ccc3c(c2)C(=O)N([C@H](C)CO)C[C@H](C)[C@@H](CN(C)C(=O)Nc2ccc(C(F)(F)F)cc2)OCCCC[C@H](C)O3)cc1,75%
CC1(C(=O)O)CCC2(C)CCC3(C)C(=CC(=O)C4C5(C)CCC(=O)C(C)(C)C5CCC43C)C2C1 (stereo not drawn),i

The final 4 compounds of the part before lead into the next:
Structure,VEEV TC-83 Vero
COC(=O)c1ccc(-c2nc(CN3CCN(C(=O)c4ccco4)CC3)c(C)o2)cc1,2.9%
N#CC(CC(=O)OCc1ccccc1)NC(=O)OCc1ccccc1 (stereo not drawn),2.0%
COc1ccc(S(=O)(=O)Nc2ccc3c(c2)C(=O)N([C@H](C)CO)C[C@H](C)[C@@H](CN(C)C(=O)Nc2ccc(C(F)(F)F)cc2)OCCCC[C@H](C)O3)cc1,75%
CC1(C(=O)O)CCC2(C)CCC3(C)C(=CC(=O)C4C5(C)CCC(=O)C(C)(C)C5CCC43C)C2C1 (stereo not drawn),i
Cc1noc(C)c1CSCC(=O)OCC(=O)Nc1ccc(OC(F)(F)F)cc1,i
C[C@@H]1CN([C@H](C)CO)C(=O)CCCn2cc(nn2)CO[C@H]1CN(C)C(=O)OCc1ccccc1,1.7%
Nc1ccn([C@@H]2O[C@H](CNS(=O)(=O)c3cc4ccccc4s3)[C@@H](O)[C@H]2O)c(=O)n1,i
COc1ccc(-n2c(-c3ccc(Cl)cc3)n[nH]c2=S)c(OC)c1,5.9%
CCN1CCN(S(=O)(=O)c2ccc(Cl)c(C(=O)N(C)C3CCCCC3)c2)CC1,i
CC1=C(C(=O)N(C(C)C)C(C)C)CC(CC(=O)NCCCCc2ccccc2)C(=O)N1Cc1ccccc1 (stereo not drawn),i
Cc1ccc(S(=O)(=O)N2CC3(O)CN(C(=O)OC(C)C)N(C(=O)OC(C)C)CC3(OC(=O)NCc3ccccc3F)C2)cc1 (stereo not drawn),6.7%
COCCN(C(=O)CSc1nnc(-c2cccc(Cl)c2)n1N)c1c(N)n(CC(C)C)c(=O)[nH]c1=O,0.1%
C[C@H](CO)N1C[C@H](C)[C@@H](CN(C)C(=O)Nc2ccccc2)Oc2ncc(-c3ccc(C#N)cc3)cc2C1=O,2.8%
Cn1nc(SCc2ccccc2)c(=O)[nH]c1=O,0.2%
C[C@@H]1CN([C@@H](C)CO)C(=O)CCCn2cc(nn2)CO[C@H]1CN(C)C(=O)Oc1ccc2ccccc2c1,2.8%
C[C@H](CO)N1C[C@H](C)[C@@H](CN(C)S(=O)(=O)c2cccs2)OCc2cnnn2CCCC1=O,1.1%
C[C@H]1CN([C@@H](C)CO)S(=O)(=O)c2ccc(Br)cc2O[C@H]1CN(C)C(=O)Cc1ccccc1,10%
CCCN1CCN(CCCNC(=O)CN2C(=O)COc3ccc(C(C)(C)C)cc32)CC1,0.4%
CNC(=O)C1CN(C(=O)c2nn(Cc3ccccc3)c(=O)c3ccccc23)c2ccccc2O1 (stereo not drawn),7.2%
C[C@H](CO)N1C[C@H](C)[C@@H](CN(C)C(=O)Nc2ccccc2)Oc2cc(Br)ccc2S1(=O)=O,0.4%
CCN(CC(=O)Nc1ccc(NC(C)=O)cc1)C(=O)C1CC(=O)N(c2ccc3c(c2)OCCO3)C1 (stereo not drawn),2.9%
C[C@H](CO)N1C[C@H](C)[C@@H](CN(C)S(=O)(=O)c2ccc3c(c2)OCCCO3)OCc2cn(nn2)CCCC1=O,0.0%
C[C@@H]1CN([C@H](C)CO)C(=O)CCCn2cc(nn2)CO[C@H]1CN(C)S(=O)(=O)c1ccccc1,0.3%
CC1(C)CC(=O)C=C(c2cccc(OC(=O)c3ccc(Br)cc3)c2)C1=O,2.1%

Three of the compounds above, field by field.
C[C@H]1CN([C@@H](C)CO)S(=O)(=O)c2ccc(Br)cc2O[C@H]1CN(C)C(=O)Cc1ccccc1
  VEEV TC-83 Vero = 10%
CCCN1CCN(CCCNC(=O)CN2C(=O)COc3ccc(C(C)(C)C)cc32)CC1
  VEEV TC-83 Vero = 0.4%
C[C@H](CO)N1C[C@H](C)[C@@H](CN(C)C(=O)Nc2ccccc2)Oc2cc(Br)ccc2S1(=O)=O
  VEEV TC-83 Vero = 0.4%

(more compounds)
Compound	VEEV TC-83 Vero
COCCCC1CCN(C(=O)C2CCC(=O)N(CCCc3ccccc3)C2)CC1 (stereo not drawn)	0.4%
COc1ccccc1-c1cnc2c(c1)C(=O)N([C@@H](C)CO)C[C@@H](C)[C@H](CN(C)C(=O)c1cccnc1)O2	2.2%
CCC(=O)N(c1nnc(SCC(=O)Nc2sccc2C(N)=O)s1)C1CC1	2.3%
Cc1nn2c(=O)[nH]cnc2c1Cl	1.6%
CCn1c(SCC(=O)N2CCCCC2)nc2c([nH]c3ccccc32)c1=O	1.1%
CC(=O)N1CCc2cc(S(=O)(=O)C(C)CC(=O)NCc3ccco3)ccc21 (stereo not drawn)	0.2%
Nc1ccn([C@@H]2O[C@H](CNCC3=CCOc4ccc(O)cc43)[C@@H](O)[C@H]2O)c(=O)n1	0.6%
COc1cc(C(=S)N2CCOCC2)cc(OC)c1OC(=O)c1ccccc1Cl	1.4%
C[C@@H]1CN([C@H](C)CO)C(=O)CCCn2cc(nn2)CO[C@H]1CN(C)C(=O)Oc1cccc2ccccc12	8.2%
N#CCCN(Cc1cccnc1)CN1C(=O)c2ccccc2C1=O	0.6%
COc1cc2c(c(OC)c1OC)-c1ccc(NCc3ccccc3)c(=O)cc1C(NC(C)=O)CC2 (stereo not drawn)	10%
NNc1cc2c(nn1)CCN(C(=O)c1ccccc1)C2	i
CC(C)C1C(=O)N(Cc2cn(CC3CCCCC3)nn2)CCS(=O)(=O)N1Cc1ccc(-c2ccc(Cl)cc2)cc1 (stereo not drawn)	3.3%
Cc1cc(-c2nnn(CCCOC(C)(C)C)c2C)ccc1-c1cn(CCCOC(C)(C)C)nn1	1.7%
C[C@H](CO)N1C[C@H](C)[C@@H](CN(C)C(=O)Oc2ccc3ccccc3c2)OCc2cnnn2CCCC1=O	0.6%
Cc1cc(C)c2c(=O)n3c(nc2c1)C(Cc1ccccc1)NC(=O)c1cccnc1-3 (stereo not drawn)	6.8%
CSc1ncnc2c1ncn2CCCNCc1ccccn1	i
Cc1cc2[nH]c(=O)c(=O)[nH]c2cc1S(=O)(=O)NCC(C)c1ccccc1 (stereo not drawn)	0.0%
CC1C(=O)N(Cc2cn(Cc3ccco3)nn2)CCS(=O)(=O)N1Cc1ccc(-c2ccc(Cl)cc2)cc1 (stereo not drawn)	2.6%
CCN(CC(=O)Nc1ccc2c(c1)OCCO2)C(=O)/C=C/c1cc(Br)ccc1OC	2.2%
CCOc1ccccc1OCCCC(=O)Nc1cc(S(=O)(=O)N2CCCCC2)ccc1C	i
COc1ccc(NC(=O)c2cc(=O)[nH]c3ccccc23)cc1S(=O)(=O)N1CCOCC1	i
COc1ccc(-n2cnnc2SCC(=O)NC2CC2)cc1	i
CCCC1NC(=O)c2cccnc2-n2c1nc1ccc(C)cc1c2=O (stereo not drawn)	3.4%
CN1/C(=C/C=C/c2n(C)c3cc([N+](=O)[O-])c([N+](=O)[O-])cc3[n+]2C)C(C)(C)c2ccccc21	1.2%
O=C1[C@H]2[C@@H](c3ccccc3)N[C@]3(CCCN(Cc4ccc(F)cc4)C3=O)[C@H]2C(=O)N1Cc1ccccc1	5.1%
O=C1OC(c2ccccc2)(N(Nc2ccccc2)c2ccccc2)c2ccccc21 (stereo not drawn)	0.4%
Cc1nccn1CCC(=O)NC1CC(C)(C)Cc2c1cnn2-c1ccccc1 (stereo not drawn)	2.3%
CSc1ccc(/C=C/C(=O)OCC(=O)NC2CCCC2)cc1	i
Cc1cc(Cl)c2oc(C(=O)N3CCOCC3)c(C)c2c1	2.9%
O=[N+]([O-])c1cccnc1C1OCCO1	0.5%
CCCCCC(=O)N1C[C@H](n2cc(-c3ccc(F)cc3)nn2)[C@@H](O)C[C@@H]1c1ccc(OC)cc1	i
Cc1ccc(S(=O)(=O)N2C[C@H]3N(C(=O)OC(C)C)N(C(=O)OC(C)C)C[C@H](OC(=O)NCc4ccco4)[C@@]3(O)C2)cc1	1.7%
Cc1ccc(NC(=O)COC(=O)CN2CCSC2=O)cc1F	i
O[C@H]1C[C@H](c2ccccc2)N(CC2CCCCC2)C[C@@H]1n1cc(-c2ccc(F)cc2)nn1	i
